Screens as filed in PubChem.
KDM4E inh: inhibitors of human JMJD2E histone demethylase; B2RXH2; JMJD2E catalytic domain, FDH-coupled NADH fluorescence (FDH is formaldehyde dehydrogenase); Potency, µM (titrated, usually from 57.1 µM), for the others: top-dose activity change, negative = inhibition, actives largely listed as inhibitors; 1.6% of 230,000 active; active means well fitted inhibition curve with a large enough effect, not every such curve was filed as active; inconclusive means small, poorly fitted or top-dose-only effect, or another doubt; inactive means no such curve, though single readings can be large or run the other way;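 further: 0% = wells with enzyme and -100% = buffer wells without enzyme; nearly all actives have a fitted effect of over 50% in size; many of its hits are not listed in these tables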
Target sequence (B2RXH2 1-337 limits assumed): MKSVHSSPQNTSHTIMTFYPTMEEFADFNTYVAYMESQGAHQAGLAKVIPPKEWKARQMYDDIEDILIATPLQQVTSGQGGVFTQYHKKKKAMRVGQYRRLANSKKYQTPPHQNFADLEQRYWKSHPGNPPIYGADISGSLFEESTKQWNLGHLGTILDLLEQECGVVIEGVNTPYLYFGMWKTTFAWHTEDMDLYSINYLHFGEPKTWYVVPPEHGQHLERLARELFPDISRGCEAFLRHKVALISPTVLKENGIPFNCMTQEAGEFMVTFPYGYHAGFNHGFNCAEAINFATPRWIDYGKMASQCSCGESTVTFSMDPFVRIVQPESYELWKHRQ
TR SRC2 fluor cs: Texas Red fluorescence interference in TRb-SRC2 counter-screen; TRb/SRC2 Texas Red total fluorescence interference; 0.29% of 280,000 active; Potency, µM (series often up to 106 µM), without a hit: at the top dose fluorescence change, negative = quenching; active means well fitted curve in either direction with a large enough effect; inconclusive means small, poorly fitted or top-dose-only effect; further: on the % scale 0 is the no-effect control and ±100 the full control effect
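Human TRb ligand-binding domain at 0.6 uM with 20 nM Texas Red SRC2 peptide in Tris buffer containing 1 uM T3 and 5% DMSO, incubated with compound 5 h at ambient temperature. Total fluorescence (555/632 nm) calculated as parallel + 2 × perpendicular.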
TRb-SRC2 inh: TRbeta-SRC2 interaction inhibition. P10828. TRbeta-SRC2 peptide binding, fluorescence polarization; receptor liganded with 1 µM T3. Potency, µM (doses to about 106 µM), without a hit: at the top dose activity change, negative = inhibition, hits mostly inhibitors. 0.065% of 280,000 active. AID 1469;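 further: plate controls were bound peptide for no effect and peptide without receptor for full effect; nearly all actives have a fitted effect of over 50% in size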
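Assay buffer: 20 mM Tris-HCl, 100 mM NaCl, 10% glycerol, 1 mM EDTA, 0.01% NP-40, 1 mM DTT, 1 uM T3, 5% DMSO; TRb LBD 0.6 uM, Texas Red SRC2 20 nM; FP after 5 hr.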
SMN2 splice up: enhancers of SMN2 splice variant expression; AID 1458; 2.8% of 210,000 active; Potency, µM (series often up to 46.1 µM), for inactives: top-dose activity change, positive = activation, actives largely listed as activators; HEK293 SMN2-luciferase splicing reporter, luminescence, 30-36 h; further: % of control where 0% means no effect; nearly all actives have a fitted effect of over 55% in size
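qHTS luciferase splicing reporter: luminescence rises when SMN2 exon 7 is included in transfected HEK293 cells. Compound exposure lasted 30-36 h at 37C, with 4.5 mM final sodium butyrate as control, followed by a ONE-Glo read.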
ALDH1A1 inh: inhibitors of human aldehyde dehydrogenase 1A1; P00352; Purified ALDH1A1, NADH fluorescence, propionaldehyde substrate; Potency, µM (doses to about 75.3 µM), without a hit: at the top dose activity, negative = inhibition, most hits filed as inhibitors; 7.3% of 220,000 active; active means well fitted inhibition curve with a large enough effect, not every such curve was filed as active; inconclusive means small, poorly fitted or top-dose-only effect, or another doubt; inactive means no such curve, though single readings can be large or run the other way;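 further: plate controls were no enzyme wells and a reference inhibitor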
Target sequence (P00352 whole entry, looked up): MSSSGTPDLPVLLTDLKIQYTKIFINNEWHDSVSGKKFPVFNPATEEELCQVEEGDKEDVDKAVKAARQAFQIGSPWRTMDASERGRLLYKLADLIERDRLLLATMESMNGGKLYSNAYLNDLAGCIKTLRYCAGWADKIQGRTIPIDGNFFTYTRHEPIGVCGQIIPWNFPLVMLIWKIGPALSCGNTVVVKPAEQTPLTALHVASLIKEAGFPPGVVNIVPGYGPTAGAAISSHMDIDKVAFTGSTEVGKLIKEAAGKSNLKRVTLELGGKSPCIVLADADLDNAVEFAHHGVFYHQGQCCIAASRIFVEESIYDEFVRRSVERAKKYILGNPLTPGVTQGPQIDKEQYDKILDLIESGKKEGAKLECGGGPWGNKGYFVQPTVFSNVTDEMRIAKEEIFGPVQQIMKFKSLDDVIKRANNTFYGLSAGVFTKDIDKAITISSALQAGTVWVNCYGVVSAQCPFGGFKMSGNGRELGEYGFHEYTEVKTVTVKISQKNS
LMNA splice mod: LMNA splicing modulation | 0.01% of 200,000 active | Potency, µM (top dose mostly 46.1 µM), inactives show top-dose ratio change, negative = inhibition, most hits filed as inhibitors | HeLa LMNA splicing GFP/RFP minigene ratio, 48 h; active means well fitted inhibition curve with a large enough effect in the signal ratio, with a control signal flat, not every such curve was filed as active; inconclusive means small, poorly fitted or top-dose-only effect, or effect the other way, or a change in a side signal; the % refers to the signal ratio; further: on the % scale 0 is the no-effect control and ±100 the full control effect
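S3 HeLa stable clones carrying a lamin A-EGFP splicing minigene plus DsRed2 were seeded at 600 cells/well in Opti-MEM with 2% FBS, pin-dosed and incubated 48 h at 37°C. Acumen cytometry (488 nm) gave the GFP/RFP total-intensity ratio.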
RECQ1 helicase: inhibitors of human RECQ1 DNA helicase; P46063; RECQ1 DNA unwinding, red fluorescence kinetic read; Potency, µM (doses to about 57.3 µM), for inactives: at the top dose activity, negative = inhibition, usual class: inhibitors; 0.54% of 240,000 active; AID 2549;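 further: plate controls were vehicle for no effect and no enzyme for full effect; nearly all actives have a fitted effect of over 30% in size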
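RECQ1T1 50 nM; forked duplex (20 bp + 30-nt ss tails) 200 nM, ATP 2 mM final; pH 8.0, 2 mM MgCl2, 2.5 ug/ml poly(dI-dC); 15 min compound preincubation; discontinuous kinetic read over 2 h at RT.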
RGS12 GoLoco inh: blocks human Gai1 binding to RGS12 GoLoco peptide, red readout. P63096. Gai1:RGS12 GoLoco peptide FP, rhodamine, 10 min. Potency, µM (series often up to 61.6 µM), for the others: top-dose activity, negative = inhibition, usual class: inhibitors. 0.44% of 230,000 active; active means well fitted inhibition curve with a large enough effect, not every such curve was filed as active; inactive means no such curve, though single readings can be large or run the other way; further: on the % scale 0 is the no-effect control and ±100 the full control effect; nearly all actives have a fitted effect of over 30% in size; many of its hits are not listed in these tables
The depositor's hits bear a star; i = inactive; u = inconclusive; x = not tested or not shown; & = joins results of further samples; [ ] = dose if it differs, or a comment. Unless noted, the call rests on the fitted dose curve; in most records, active means well fitted curve in the direction sought with a large enough effect; inconclusive means small, poorly fitted or top-dose-only effect, or another doubt; inactive means no such curve, though single readings can be large; an effect the other way counts as inactive or inconclusive. Potency means the concentration at half of the fitted maximal effect.

The first 3 compounds, to show the layout:
SMILES	KDM4E inh	TR SRC2 fluor cs	TRb-SRC2 inh	SMN2 splice up	ALDH1A1 inh	LMNA splice mod	RECQ1 helicase	RGS12 GoLoco inh
COCCCNC(=O)c1sc2ncn(CC(=O)Nc3ccc(C)c(Cl)c3)c(=O)c2c1C	11%	2%	-4%	23%	7%	-14%[46 µM]	-5%	-1%
CC(=O)c1ccc(NC(=O)CN2C(=O)/C(=C/C(C)=C/c3ccccc3)SC2=S)cc1	1%	5%	8%	-8%	-3%	u	-15%	20%
Cc1cc(NC(=O)CN2CC(C)OC(C)C2)n(-c2nc3ccccc3s2)n1 (stereo not given)	6%	-6%	0%	2%	4%	-2%	i	1%

All compounds of this part (from the top)
SMILES	KDM4E inh	TR SRC2 fluor cs	TRb-SRC2 inh	SMN2 splice up	ALDH1A1 inh	LMNA splice mod	RECQ1 helicase	RGS12 GoLoco inh
COCCCNC(=O)c1sc2ncn(CC(=O)Nc3ccc(C)c(Cl)c3)c(=O)c2c1C	11%	2%	-4%	23%	7%	-14%[46 µM]	-5%	-1%
CC(=O)c1ccc(NC(=O)CN2C(=O)/C(=C/C(C)=C/c3ccccc3)SC2=S)cc1	1%	5%	8%	-8%	-3%	u	-15%	20%
Cc1cc(NC(=O)CN2CC(C)OC(C)C2)n(-c2nc3ccccc3s2)n1 (stereo not given)	6%	-6%	0%	2%	4%	-2%	i	1%
CC(=O)OC[C@@H]1O[C@@H](O/N=C2/C[C@@H](O)[C@@H](O)[C@@H]3[C@@H]4C(=O)N(C5CCCCC5)C(=O)[C@H]4CC[C@H]23)[C@H](OC(C)=O)[C@H](OC(C)=O)[C@@H]1OC(C)=O	x	-16%[11.2 µM]	4%[11.2 µM]	x	-11%[13.5 µM]	x	i[11.5 µM]	x
COc1cccc(-c2nc(Oc3cccc(C)c3C)c3ccccc3n2)c1O	-1%	-2%	-11%	-1%	-3%	-17%	0%	1%
COc1ccc(-c2csc(Cc3nc(O)cs3)n2)cc1	u	-1%	4%	11µM*	u	x	-8%	21%
O=c1cc(-c2ccccc2)nc(N2CCN(Cc3ccc4c(c3)OCO4)CC2)[nH]1	0%	-1%	1%	6%	-7%	-10%	5%	5%
Cc1ccccc1NS(=O)(=O)c1ccc(OCC(=O)NCc2ccccn2)cc1	-8%	-1%	1%	-1%	-3%	u	i	1%
NC(=O)C1CCN(CC(=O)NC(=O)NC2CCCC2)CC1	u	-4%	0%	-11%	7%	x	-4%	10%
O=C(NCc1ccncc1)c1nc(-c2ccc(C(F)(F)F)cc2)no1	3%	0%	3%	-33%[inhibitor]	11%	12%[46 µM]	i	7%
O=C(CNC(=O)c1ccco1)Nc1ccc(S(=O)(=O)N2CCCC2)cc1	4%	1%	-5%	-8%	-32%	3%	2%	6%
O=C(CCCN1C(=O)c2ccccc2C1=O)Nc1cccc(S(=O)(=O)NC2=NCCC2)c1	-4%	-2%	-1%	11%	3%	x	i	13%
COc1cc(/C=N\NC(=O)C2COc3ccccc3O2)cc(OC)c1O (stereo not given)	u	-1%	-6%	x	x	x	-1%	-14%
CCN(CC)CCCNC(=O)c1cn(CC)c2ccc(S(=O)(=O)N3CCc4ccccc4C3)cc2c1=O	-1%	1%&0%	-2%&-3%	-17%&2%	-1%	x	-4%	9%
CC(=O)Nc1ccc(Oc2cncc(Cl)c2)nc1	-7%	-4%	-1%	x	x	x	-10%	-3%
CSCCC(NC(=O)c1ccccc1Br)C(=O)Nc1ccc(C)cc1 (stereo not given)	8%	-5%	7%	-5%	1%	-12%	-13%	11%
CCOC(=O)CSc1nc(=O)n2ccc(C)cc2n1	u	-1%	-1%	16%	-13%	x	i	-9%
CCCc1nc2c(c(=O)c3ccccc3n2C)c(=O)n1-c1ccc(F)cc1	4%	-2%	-3%	-9%	-5%	4%	-10%	-6%
Nc1nc(SCc2ccc([N+](=O)[O-])cc2)c2ncn([C@@H]3O[C@H](CO)[C@@H](O)[C@H]3O)c2n1	x	-2%	-1%	-11%	-5%	x	i	-1%
Cc1ccccc1NC(=O)C1CCN(c2cnccn2)CC1	u	4%	11%	-7%	-5%	-1%	-2%	7%
O=C1C(=O)N(CCO)C(c2ccccc2)/C1=C(\O)c1ccccc1 (stereo not given)	-13%	-1%	-7%	7%	4%	5%	-4%	5%
CCCn1c(-c2ccc(F)cc2)nc2c(NC3CCN(Cc4ccccc4)CC3)nc(C)nc21	u	-4%	3%	-40%[inhibitor]	u	x	-10%	-3%
C/C(=N\Nc1nc2ccccc2nc1C)c1ccccc1O	-1%	0%	-3%	x	11%	x	-9%	7%
O=C(O)/C=C/c1ccc2c(-c3ccccc3)onc2c1	-9%	4%	-8%	-26%	u	6%	0%	4%
COc1ccccc1C(C)NC(=O)CCOc1cccc(C)c1 (stereo not given)	8%	-5%	-3%	-14%	7%	x	-8%	-1%

An excerpt from above, limited to ALDH1A1 inh.
smiles | ALDH1A1 inh
COc1ccc(-c2csc(Cc3nc(O)cs3)n2)cc1 | u
O=C(O)/C=C/c1ccc2c(-c3ccccc3)onc2c1 | u

Next results follow.
SMILES	KDM4E inh	TR SRC2 fluor cs	TRb-SRC2 inh	SMN2 splice up	ALDH1A1 inh	LMNA splice mod	RECQ1 helicase	RGS12 GoLoco inh
CCc1c(O)nc(SCC(=O)Nc2ccc(C)cc2)n(C2CCCCC2)c1=O	3%	2%	-12%	-11%	20µM*	u	i	48%[activator]
CC(C)(C)NS(=O)(=O)c1ccc(CCC(=O)N2CCCCC2)cc1	12%	0%	6%	-21%	u	8%	3%	0%
CN(CCNC(=O)c1ccc(/C=N/O)nc1)Cc1ccccc1	2%	-2%	2%	10%	2%	-13%	-7%	-1%
C=C(C)Cn1c(=O)c2c(nc3n2CCN3c2cccc(Cl)c2C)n(C)c1=O	-5%	-4%	0%	-35%[inhibitor]	-8%	u	-6%	3%
OC(COCCC12CC3CC(CC(C3)C1)C2)CN1CCCCC1 (stereo not given)	12%	-2%	-10%	-21%	20µM*	-2%	-5%	2%
O=C(CSc1nc2ccccc2o1)NC(=O)NCc1ccccc1	7%	-7%	-2%	-2%	-9%	1%	-1%	4%
COc1ccc(Cl)cc1NC(=S)NCCSc1ccc(C)cc1	1%	-3%	-5%	x	u	u	-9%	x
CC(C)CNS(=O)(=O)c1ccc(CCC(=O)N2CCC(C(N)=O)CC2)cc1	5%	-1%	1%	x	-8%	x	-5%	0%
Cc1csc(C(=O)O)c1-c1c(C)csc1C(=O)O	7%	0%	0%	0%	-4%	-5%	-2%	8%
Cc1cccc(NCC(O)Cn2cnc3c2c(=O)n(C)c(=O)n3C)c1 (stereo not given)	-13%	-3%	-19%	-54%[inhibitor]	-2%	-19%	-7%	5%
COc1cc(/C=C\C(=O)N2CCC=CC2=O)cc(OC)c1OC	-4%[25.5 µM]	3%[53 µM]	-3%[53 µM]	-49%[inhibitor][20.6 µM]	u	u	i	1%[21.6 µM]
Cc1cccc(NC(=O)c2onc3c2CCCC3)n1	1%	-1%	5%	x	22µM*	-5%	4%	2%
COc1ccccc1NS(=O)(=O)c1cc(NC(=O)CNC(=O)c2ccccc2)ccc1C	-2%	-1%[53 µM]	0%[53 µM]	-1%	-14%	-17%	-6%	16%
O=C(Nc1ccc([N+](=O)[O-])cn1)C1CCCCC1	5%	1%	-8%	-3%	3%	3%	0%	7%
CC1(c2nnc(-c3ccc(F)cc3)o2)CC(c2ccc([N+](=O)[O-])cc2)=NO1 (stereo not given)	-2%	-1%	-1%	x	x	x	i	4%
O=C(CSCc1ccccc1)N1CCN(Cc2ccc3c(c2)OCO3)CC1	-10%	1%	-16%	-14%	-10%	-14%	-17%	5%
COCc1cc(C)nc(Nc2cc(C)ccc2C)c1C#N	u	-3%	-1%	-15%	1%	11%	i	6%
Cc1cc(C)c(NC(=O)CS(=O)CC(=O)NC2CCCc3ccccc32)c(C)c1 (stereo not given)	3%	1%	6%	2%	9%	-1%	20%	-9%
Cc1cc(N)c(-n2cc3c(=O)n(C)c(=O)n(C)c3c2)cc1C	u	0%	-14%	u	u	5%	14%	9%
COc1ccc(Cn2nnnc2C(C(C)C)N2CCN(c3ccccc3OC)CC2)cc1 (stereo not given)	3%	-2%	-2%	x	18µM*	u	i	-6%
C#C[C@]1(O)CC[C@H]2[C@@H]3CCc4cc(OC)ccc4[C@H]3CC[C@@]21C	-9%	-1%&-1%	-3%&4%	-21%	3%	u	-7%	12%&0%
CCCC(=O)Nc1ccc(C(=O)N/N=C/c2ccc([N+](=O)[O-])o2)cc1	-4%	u	1%	x	-1%	u	-4%	67%[activator]
CN1CC(=O)N(CC(=O)Nc2ccc3c(c2)CCC3)C1=O	1%	2%	7%	21%	11%	x	-13%	4%
CC(=O)Nc1sc2c(c1C(c1ccccc1)N1CCOCC1)CCCC2 (stereo not given)	0%	-1%	-4%	3%	-11%	u	16%	3%
O=C(CSCc1ccccc1Br)N/N=C/c1ccc(OCC(=O)N2CCCCC2)cc1	-1%	-4%	-2%	x	u	u	-6%	x
Cc1oc(CC(C)C)cc1C(N)=O	-2%	-7%	-4%	x	3%	0%[46 µM]	-14%	7%
CCOC(=O)c1cnc(N2CCOCC2)[nH]c1=O	-4%	-1%	6%	5%	12%	6%	i	3%
Cc1nc2cc(NS(=O)(=O)c3cccc(F)c3)ccc2s1	9%	-1%	-6%	-16%	2%	x	i	18%
O=C(NCCN1CCCC1)c1cccc(Cl)c1	8%	-1%	-8%	13%	0%	9%[46 µM]	i	3%

As entered above.
C#C[C@]1(O)CC[C@H]2[C@@H]3CCc4cc(OC)ccc4[C@H]3CC[C@@]21C in ALDH1A1 inh has 3%
COCc1cc(C)nc(Nc2cc(C)ccc2C)c1C#N in TRb-SRC2 inh has -1%
CN(CCNC(=O)c1ccc(/C=N/O)nc1)Cc1ccccc1 in TRb-SRC2 inh has 2%
O=C(CSCc1ccccc1Br)N/N=C/c1ccc(OCC(=O)N2CCCCC2)cc1 in TRb-SRC2 inh has -2%

The list is partial; rates above refer to the full screens.
